Screening data deposited in PubChem BioAssay by National Center for Advancing Translational Sciences (NCATS).
IP6K1 inhibitor: blocks human inositol hexakisphosphate kinase 1. hit rate 0.81% among 140,000. activity change, % (series mostly up to about 58 µM). Q92551. IP6K1 kinase, ADP-Glo luminescence, 2 h; stronger effect = lower value; in the data active means activity change below about -25%
Target sequence (Q92551 whole entry, looked up): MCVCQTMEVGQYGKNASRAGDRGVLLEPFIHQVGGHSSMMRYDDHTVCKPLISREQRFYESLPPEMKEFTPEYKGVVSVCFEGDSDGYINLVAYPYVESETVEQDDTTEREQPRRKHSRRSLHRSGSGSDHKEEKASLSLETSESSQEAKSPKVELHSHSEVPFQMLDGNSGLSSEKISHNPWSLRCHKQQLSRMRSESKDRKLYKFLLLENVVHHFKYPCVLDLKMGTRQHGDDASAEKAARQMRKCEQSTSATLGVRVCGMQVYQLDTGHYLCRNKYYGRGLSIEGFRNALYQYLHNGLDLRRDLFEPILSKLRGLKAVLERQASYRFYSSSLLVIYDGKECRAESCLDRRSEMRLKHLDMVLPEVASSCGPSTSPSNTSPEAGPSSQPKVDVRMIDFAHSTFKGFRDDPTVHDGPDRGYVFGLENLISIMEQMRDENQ
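ADP-Glo luminescence measures ADP made by human IP6K1 during a 2 h RT reaction with ATP/IP6 (mix at 1.3 mM/130 uM); top library doses 57.5 and 19.1 uM final.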
GPT2 inhibitor: inhibitors of human GPT2 alanine aminotransferase; Q8TD30; Recombinant GPT2, coupled pyruvate oxidase/HRP Amplex Red fluorescence; Potency, µM (doses to about 57.7 µM), for inactives: at the top dose activity change, negative = inhibition, usual class: inhibitors; hit rate 0.25% among 100,000; AID 1671188; further: potency means the concentration at half of the fitted maximal effect; nearly all actives have a fitted effect of over 60% in size; many of its hits are not listed in these tables
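GPT2 10ng/uL, a-KG 250uM, L-Ala 2mM, HEPES pH7.5 + 0.0001% Tween; 30 min RT. Then Amplex mix (PO/HRP/ThPP), 30 min RT dark, fluorescence. AOA 50uM used as positive control.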
HEK293 viab: reduces viability of HEK-293 SNCA reporter cells. HEK-293-SNCA-luc viability, GF-AFC fluorescence, 24 h. Potency, µM (doses to about 57.1 µM), for the others: at the highest dose activity change, negative = cytotoxicity, actives largely listed as cytotoxic. hit rate 0.12% among 150,000;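 further: potency means the concentration at half of the fitted maximal effect; 0% = DMSO-treated cells and -100% = medium-only wells without cells; nearly all actives have a fitted effect of over 30% in size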
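Cytotoxicity counterscreen: after 24 h compound treatment of genome-edited SNCA-luciferase HEK-293 cells, live-cell protease substrate GF-AFC read by fluorescence after 30 min; activity scaled between DMSO (0%) and medium-only (-100%), curves Hill-fitted.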
FLuc inh: Photinus pyralis luciferase inhibition; Potency, µM (top dose mostly 115 µM), without a hit: at the top dose activity change, negative = inhibition, usual class: inhibitors; purified P. pyralis luciferase, luminescence, biochemical; AID 1347043; hit rate 2.5% among 76,000; further: potency means the concentration at half of the fitted maximal effect; nearly all actives have a fitted effect of over 65% in size
Target sequence (P08659 whole entry, looked up): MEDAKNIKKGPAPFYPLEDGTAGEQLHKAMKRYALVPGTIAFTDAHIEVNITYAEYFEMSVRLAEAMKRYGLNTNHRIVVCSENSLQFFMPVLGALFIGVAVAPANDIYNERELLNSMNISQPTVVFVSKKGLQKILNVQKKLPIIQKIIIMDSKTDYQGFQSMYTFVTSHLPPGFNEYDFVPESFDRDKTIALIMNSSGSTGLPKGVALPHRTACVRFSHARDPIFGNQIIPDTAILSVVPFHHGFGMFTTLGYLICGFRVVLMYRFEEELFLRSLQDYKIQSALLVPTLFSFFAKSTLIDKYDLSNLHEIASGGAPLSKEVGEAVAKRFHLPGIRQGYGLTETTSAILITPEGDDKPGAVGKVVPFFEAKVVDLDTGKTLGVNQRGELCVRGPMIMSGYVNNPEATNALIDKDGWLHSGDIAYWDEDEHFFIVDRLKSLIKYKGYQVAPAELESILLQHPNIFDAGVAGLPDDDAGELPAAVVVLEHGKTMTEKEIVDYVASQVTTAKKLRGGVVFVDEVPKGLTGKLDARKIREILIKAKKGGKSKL
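Inhibitors were tested against purified firefly luciferase in a biochemical, low-substrate format (both substrates at 10uM) and luminescence measured with a CCD imager.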
HEK293 tox: HEK 293 cell cytotoxicity | HEK 293 viability, ATP luminescence (CellTiter-Glo), 48-72 h | Potency, µM (highest dose often 115 µM), for the others: at the highest dose activity change, negative = cytotoxicity, hits mostly inhibitors | hit rate 6.6% among 94,000 | AID 1345083; further: potency means the concentration at half of the fitted maximal effect; nearly all actives have a fitted effect of over 60% in size
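250 HEK 293 cells/well; compound by pintool; incubated 48 or 72 hr at 37 degree Celsius; CellTiter-Glo added, 10 min RT, luminescence imaged.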
SNCA expr inh: SNCA gene expression inhibition | HEK-293 SNCA-luciferase knock-in, luminescence, 24 h | Potency, µM (series often up to 57.2 µM), for the others: at the highest dose activity change, negative = inhibition, actives largely listed as inhibitors | hit rate 0.17% among 140,000;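 further: potency means the concentration at half of the fitted maximal effect; plate controls were DMSO cells for no effect and cell-free wells for full effect; nearly all actives have a fitted effect of over 45% in size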
3T3 cytotox: NIH 3T3 cell cytotoxicity; NIH 3T3 viability, CellTiter-Glo ATP luminescence, 48-72 h; AID 1345082; Potency, µM (doses to about 96.7 µM), without a hit: at the highest dose activity change, negative = cytotoxicity, most hits filed as inhibitors; hit rate 4.3% among 94,000; further: potency means the concentration at half of the fitted maximal effect; nearly all actives have a fitted effect of over 55% in size
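Cytotoxicity was measured by CellTiter-Glo ATP luminescence after 48 or 72 h compound exposure at 37 °C. Mouse NIH 3T3 fibroblasts were seeded at 400 cells/well and dosed by 23 nL pin transfer.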
Active calls of the source: *; i = inactive; ? = inconclusive; · = not tested or not shown; & = joins results of further samples; ! = not confirmed by another sample; [ ] = another dose, or the depositor's remark. Unless noted, the call rests on the fitted dose curve; in most records, active means well fitted curve in the direction sought with a large enough effect; inconclusive means small, poorly fitted or top-dose-only effect, or another doubt; inactive means no such curve, though single readings can be large; an effect the other way counts as inactive or inconclusive. Unless noted, on the % scale 0 is the no-effect control and ±100 the full control effect.

SMILES | IP6K1 inhibitor | GPT2 inhibitor | HEK293 viab | FLuc inh | HEK293 tox | SNCA expr inh | 3T3 cytotox
CN(C)C(=O)c1cnn2ncccc12 | 11 | i | 0%[87.6 µM] | ? | 4%[230 µM] | 37%[activator][87.6 µM] | -2%[174 µM]
CC1CCCCCCCc2cc(O)cc(O)c2C(=O)O1 (configuration not stated) | -14 | 1% | -10% | · | · | · | ·
COc1cc(OC)cc(C(=O)N[C@@H]2COCC[C@@H]2Oc2cccc(F)c2)c1 | 15 | 2% | 1% | 0% | 1% | -8% | -23%
Cc1nn(CC(=O)N2CCN(c3cccc(C(F)(F)F)c3)CC2)c(=O)c2cccn12 | 29 | · | 3% | · | · | ? | ·
COCCc1nncn1C1CCN(S(=O)(=O)c2ccc(OC)cc2)CC1 | 1 | i | 13% | -4% | 4% | 2% | -5%
Cc1c(C2=CCN(S(=O)(=O)c3ccc(CC(C)C)cc3)CC2)c2ccccc2n1CC(=O)N1CCCC1 | 24 | · | 3% | · | · | 15% | ·
COc1cc(NC(=O)Cn2c(=O)n(Cc3ccco3)c(=O)c3oc4ccccc4c32)cc(OC)c1 | 22 | · | ? | · | · | -7% | ·
COc1cccc(NC(=O)Cn2c(-c3nonc3N)nc3ccccc32)c1 | -10 | · | 3% | · | · | 22% | ·
C#CCN(C)CCCOc1ccc(Cl)cc1Cl | 12 | -9%&-10% | 11% | · | · | 75%[activator] | ·
CC(=O)N1CCC(N2CCC[C@H]2c2nc(-c3ccnc(N4CCC(C(N)=O)CC4)c3)no2)CC1 | 13 | ? | 4% | -7% | -10% | 3% | -1%
O=C(COc1ccccc1)N1C[C@@H]2C[C@H](C1)c1c(NS(=O)(=O)c3ccccc3)ccc(=O)n1C2 | 14 | -4% | 2% | -4% | -13% | -6% | -8%
CC(C)CC(=O)N1CCC(Oc2nccnc2N(C)C)C1 (configuration not stated) | 29 | -5% | 1% | 32µM* | -5% | 166%[activator] | 3%
O=C(NC1CCN(CCn2nc3n(c2=O)CCCC3)C1)c1ccc(F)cc1 (configuration not stated) | 0 | · | · | · | -4% | · | -17%
O=C(NCCCN1CCN(c2ccc(F)cc2)CC1)c1cnn(-c2ccc(F)cc2)c1-n1cccc1 | 9 | · | 5% | · | · | ? | ·
CCN(Cc1ccccc1)C(=O)Cn1ncc2c(=O)oc3ccc(C)cc3c21 | 8 | · | -3% | · | · | 43%[activator] | ·
CCn1c(CO)nnc1C1CC(NC(=O)Cc2c(C)[nH]c(=O)[nH]c2=O)C1 (configuration not stated) | 3 | i | 1% | 10% | -4% | -14% | -1%
Cc1ccccc1C(=O)N1CCC(n2cnnc2C2CC2)CC1 | -7 | -14% | -2% | 0% | 8% | -14% | i
CCn1c(C)c(CN2CCc3nc(N4CCN(C)CC4)[nH]c(=O)c3CC2)c2ccccc21 | 0 | i | 10% | 16% | -11% | 22% | -27%
COc1ccc(C(=O)N2CCN(C(=O)c3nnn4c3COC(c3ccccc3)C4)CC2)c(C)c1 (configuration not stated) | -1 | i | -7% | -7% | ? | ? | -30%
O=C(Cn1cc(S(=O)(=O)Cc2ccccc2F)c2ccccc21)NCc1ccccc1Cl | 3 | · | -10% | · | · | -28% | ·
Cc1ccc(CN(Cc2cccn2-c2nnc(N3CCCC3=O)s2)C(=O)Nc2ccc(F)cc2)cc1 | -8 | · | 10% | · | · | 27% | ·
C=C(C)[C@@H]1CC[C@]2(C)CC[C@]3(C)[C@H](CC[C@@H]4[C@@]5(C)CC[C@@H](O)C(C)(C)[C@@H]5CC[C@]43C)[C@@H]12 | -6 | i | 5%[23.9 µM] | · | · | · | ·
CC(=O)N1CCCN(CC[C@H]2CN(C(=O)c3ccc(F)cc3)CC[C@H]2CC(=O)O)CC1 | -9 | -6%[88.5 µM] | 1%[87.6 µM] | 2%[172 µM] | 1%[172 µM] | 21%[87.6 µM] | -14%[174 µM]
CCCc1ccc(NC(=O)C2CCCN(c3cnccn3)C2)cc1 (configuration not stated) | 22 | · | 9% | · | · | 69%[activator] | ·
C=CCCC(CN1CCCOCC1)Oc1nccc(N(C)CC)n1 (configuration not stated) | 3 | i | -5% | 2% | -14% | 35%[activator] | -27%
CCOc1ccc(C(=O)N[C@H](c2ccc(OC)c(F)c2)C2CC(O)C2)o1 (some centres not stated) | -7 | i | -5% | 0% | 1% | 18% | -24%
CCOC(=O)N1CCc2c(sc3c2c(=O)n(Cc2ccccc2)c(=O)n3CC(=O)Nc2ccccc2F)C1 | 12 | · | -9% | · | · | 27% | ·
O=C(NC1CC(c2cc(=O)[nH]c(C3CC3)n2)C1)c1ccc2c(c1)CCCO2 (configuration not stated) | 16 | -19% | ? | -2% | -26% | -19% | ?
O=C(NCc1ccco1)c1ccc2c(c1)N(Cc1ccc(Cl)cc1)C(=O)c1ccccc1S2(=O)=O | 17 | · | -26% | · | · | -17% | ·
CN(C)c1ccc(CN[C@H]2C[C@H]3C(=O)NC[C@@H](CCC(=O)NC4CC4)N3C2)cc1 | 21 | 4%[88.5 µM] | -2%[87.6 µM] | -21%[172 µM] | -1%[172 µM] | 102%[activator][87.6 µM] | -12%[174 µM]

Compounds from the list above that contain a furan ring, fused or not:
SMILES | IP6K1 inhibitor | GPT2 inhibitor | HEK293 viab | FLuc inh | HEK293 tox | SNCA expr inh | 3T3 cytotox
COc1cc(NC(=O)Cn2c(=O)n(Cc3ccco3)c(=O)c3oc4ccccc4c32)cc(OC)c1 | 22 | · | ? | · | · | -7% | ·
CCOc1ccc(C(=O)N[C@H](c2ccc(OC)c(F)c2)C2CC(O)C2)o1 (some centres not stated) | -7 | i | -5% | 0% | 1% | 18% | -24%
O=C(NCc1ccco1)c1ccc2c(c1)N(Cc1ccc(Cl)cc1)C(=O)c1ccccc1S2(=O)=O | 17 | · | -26% | · | · | -17% | ·

Additional records.
SMILES | IP6K1 inhibitor | GPT2 inhibitor | HEK293 viab | FLuc inh | HEK293 tox | SNCA expr inh | 3T3 cytotox
C[C@H]1[C@@H]2[C@@H](O)C([C@H](C)C(=O)NC(C)(C)C)CC[C@@]2(C)CC[C@@H]1NC(=O)c1cccc(F)c1 (some centres not stated) | -3 | i | 2% | 1% | -5% | -28% | 0%
CN(Cc1ccccc1Cl)Cc1cccn1C | 3 | 1%[88.5 µM] | 5%[87.6 µM] | -5%[172 µM] | -12%[172 µM] | 20%[87.6 µM] | -13%[138 µM]
Cc1ccc(C(=O)N2C[C@@H](Oc3cccnc3)C[C@H]2C(=O)N2CCOCC2)cn1 | 0 | i | -11% | -11% | -26% | -5% | -12%
Cc1cccc(-n2nc(-c3c(C)nc4scc(CC(=O)N5CCCC5)n4c3=O)cc2C)c1C | 2 | -17% | -2% | -1% | -12% | 49%[activator] | -9%
CCCCCC(=O)N1C[C@@H](C(=O)OCC)[C@@H]2Oc3ccccc3[C@@H]21 | 11 | · | · | · | -12% | · | ?
O=C(C1CCCN1[S+](=O)([O-])c1cccc(C(F)(F)F)c1)N1CCC(N2Cc3cccn3C2=O)CC1 (configuration not stated) | 13 | i | 0% | · | ? | ? | ?
Cn1cc(CN2CCNc3cc(-c4ccccc4)ncc3C2)cn1 | -7 | i | -5%[87.6 µM] | 45µM* | ? | 102%[activator][87.6 µM] | -13%[138 µM]
CC(C)OC(=O)c1c(NC(=O)c2cccc(C(F)(F)F)c2)sc2c1CCCC2 | 7 | · | 3% | · | · | 21% | ·
Cc1noc([C@@H]2CN(Cc3ccncc3F)C[C@H]2C(N)=O)n1 | 1 | i | -1% | -2% | 3% | 2% | i
COc1ccc(-c2cccc(C(=O)N3CCN(C(=O)C4CC4)CC3)c2)nn1 | -7 | · | · | · | -10% | · | -18%
O=C(Cc1c[nH]c2ncc(-c3cccnc3)cc12)NCCc1ccccn1 | 3 | -23%[88.5 µM] | 9%[87.6 µM] | 11%[172 µM] | -4%[172 µM] | -11%[87.6 µM] | 100µM*
O=C(c1cc(-c2ccc(O)cc2)n[nH]1)N1CCOC2(CNCCOC2)C1 (configuration not stated) | 24 | 1% | -2% | 0% | -4% | -7% | -4%
Cc1cnc(-c2ccccc2C(C)C)nc1NCc1ccc(-n2ccnn2)cc1 | -9 | i | -16% | · | · | · | ·
CC(C)CNC(=O)C1CC(c2ccc(F)cc2)=NO1 (configuration not stated) | -7 | 3% | 2% | -23% | -2% | 92%[activator] | 1%
Cc1cc(C(=O)NCC2(COc3ccc(C(F)(F)F)cn3)C[C@@H](O)[C@@H](O)C2)n(C)n1 (some centres not stated) | 4 | -12% | 0% | -3% | i | -2% | i
OCC1CN(Cc2ccoc2)CCC12CCN(Cc1cccc(O)c1)CC2 (configuration not stated) | 36 | -12% | -9% | 2% | -16% | 0% | ?
CCOc1ccc(N(CC(=O)Nc2ccc(OC)cc2)S(=O)(=O)c2ccc(Cl)cc2)cc1 | 41 | · | 0% | · | · | -2% | ·
O=C(CCc1nc2ccccc2s1)NCC1CCCCC(=O)N1 (configuration not stated) | -11 | i | -6% | 5% | -4% | -11% | -1%
Cc1nn(-c2ccccc2)c2c1C(C)N(C1CCN(C(=O)c3ccc(F)cc3)CC1)C2=O (configuration not stated) | -12&8 | · | · | · | ? | · | 35µM*!
COC[C@H]1CCCN1[C@@H]1[C@H](O)[C@H](CO)O[C@@H]1CNC(=O)Nc1ccccc1 | -2 | 1%[88.5 µM] | 5%[87.6 µM] | -20%[172 µM] | 2%[172 µM] | 63%[activator][87.6 µM] | -4%[174 µM]
CC(C)C(=O)N1CCN(C(=O)N2CC3CC(C2)[C@H]2CCCC(=O)N2C3)CC1 (some centres not stated) | 8 | -7% | 6% | -2% | 2% | 19% | i
COC(=O)C1=COC(O[C@@H]2O[C@H](CO)[C@@H](O)[C@H](O)[C@H]2O)[C@@H]2[C@@](C)(O)[C@@H](OC(=O)/C=C/c3ccccc3)C[C@]12O (some centres not stated) | 19 | i | 19%[23.9 µM] | · | · | · | ·
Cc1noc(C)c1CN1CCCC(COc2ccccc2C(=O)N2CCOCC2)C1 (configuration not stated) | -5 | i | -1% | -1% | -1% | 3% | -4%
CN(CC(=O)N1CCC(CCOc2ccccc2F)C1)S(=O)(=O)c1ccc2c(c1)oc(=O)n2C (configuration not stated) | 12 | i | -12% | -2% | 40µM* | ? | ?
CN(C)C[C@@H]1CN(Cc2ccccc2)C[C@H]1NC(=O)c1nn(C)c2ccccc12 | -5 | i | 3% | · | 40µM* | 6% | ?
CCOc1ccc(/C=C/C(=O)Nc2sc3c(c2C(=O)OC)C(C(=O)OC)CC3)cc1 (configuration not stated) | -6 | · | 4% | · | · | 42%[activator] | ·
Cc1ccccc1CN1CC[C@H](c2nnc(-c3cncn3C)o2)C1 | 16 | -47%[88.5 µM] | 3%[87.6 µM] | -14%[172 µM] | -2%[172 µM] | 8%[87.6 µM] | -31%[174 µM]

An excerpt (hit frequency here may not be typical).
